# NPY-Y1 PAM-ag: NPY-Y1 receptor potentiators or agonists, primary screen, cell-based; activation, % at 3.6 µM; Neuropeptide Y receptor type 1 (Homo sapiens), P25929; 0.37% of 220,000 active; NPY-Y1 expressing cells, potentiator/agonist activation; in the data active means activation above about 33%, passing the limit was not always enough;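 further: cells stimulated with NPY at EC10 then isoproterenol at EC100; 0% = low agonist plus stimulus and 100% = saturating agonist plus stimulus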
# MDM2 E3 inh: MDM2-luciferase reporter signal enhancers, primary screen, MDM2 E3 ligase inhibitor project, cell-based, luminescence, 1536-well. 0.11% of 210,000 active. signal enhancement, % at 5 µM. AID 1230, 2008. cell-based MDM2 ubiquitination luciferase reporter, 2 h; 0 = plate control, 100 = twice control, blank-subtracted;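 active means signal enhancement of 30% or more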;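 further: luminescence tracks abundance of the self-degrading MDM2-luciferase fusion protein; higher signal means inhibition of MDM2 E3 ligase activity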
# Target sequence (Q00987 whole entry, looked up, the tested form may be a part): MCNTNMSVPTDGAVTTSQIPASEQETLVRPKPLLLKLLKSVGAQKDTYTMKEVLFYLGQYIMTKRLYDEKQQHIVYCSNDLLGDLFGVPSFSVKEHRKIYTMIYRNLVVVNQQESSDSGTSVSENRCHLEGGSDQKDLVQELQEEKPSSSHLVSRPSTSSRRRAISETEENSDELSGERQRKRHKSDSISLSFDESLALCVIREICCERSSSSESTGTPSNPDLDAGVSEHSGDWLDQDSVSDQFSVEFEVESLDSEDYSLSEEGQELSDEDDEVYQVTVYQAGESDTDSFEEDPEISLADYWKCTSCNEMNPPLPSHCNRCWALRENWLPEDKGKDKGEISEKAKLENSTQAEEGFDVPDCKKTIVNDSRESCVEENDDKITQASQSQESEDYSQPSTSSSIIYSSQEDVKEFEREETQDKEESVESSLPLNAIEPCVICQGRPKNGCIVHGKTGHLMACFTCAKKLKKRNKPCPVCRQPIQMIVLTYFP
#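 Timing – 2 h compound exposure at 37 °C · Assay system – mammalian cells stably expressing self-ubiquitinating, self-degrading MDM2 E3–luciferase fusion · Amount – 2000 cells seeded into each well · Measure – % luminescence enhancement versus blank-corrected plate control mean · Measured by – SteadyLite luminescence, 15 min reagent step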
# NPY2 pot ag: NPY-Y2 potentiators or agonists, primary screen, cell-based; 0.45% of 220,000 active; activation, % at 3.6 µM; Neuropeptide Y receptor type 2 (Homo sapiens), P49146; cells expressing NPY-Y2, potentiator/agonist read-out; in the data active means activation above about 27%;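 further: cells stimulated with NPY near EC25 plus isoproterenol at EC100; 0% = vehicle plus submaximal agonist and 100% = vehicle plus saturating agonist; some results beyond the cut were filed as inactive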
# Target sequence (P49146 whole entry, looked up): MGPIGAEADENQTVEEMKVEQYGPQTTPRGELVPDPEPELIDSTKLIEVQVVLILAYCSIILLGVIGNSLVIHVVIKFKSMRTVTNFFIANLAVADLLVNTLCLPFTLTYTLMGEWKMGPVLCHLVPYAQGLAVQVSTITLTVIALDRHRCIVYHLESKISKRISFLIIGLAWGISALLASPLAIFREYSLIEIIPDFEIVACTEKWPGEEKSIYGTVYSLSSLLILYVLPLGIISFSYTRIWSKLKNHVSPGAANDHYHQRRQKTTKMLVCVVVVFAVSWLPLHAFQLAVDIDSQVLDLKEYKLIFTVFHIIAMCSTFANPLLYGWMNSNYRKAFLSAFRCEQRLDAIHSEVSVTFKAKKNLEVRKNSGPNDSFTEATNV
# Hck-Nef inh: inhibitors of Nef-activated human Hck kinase, primary screen, biochemical, Z-Lyte FRET, 384-well, Hck-YEEI; Recombinant Hck-YEEI plus Nef, Z-Lyte FRET kinase assay; inhibition, % at 20 µM; 0.68% of 220,000 active; AID 463187, 2010;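 active means Hck-Nef kinase inhibition above about 50%, limit read from the data; inactive means inhibition below that limit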;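 further: 0% = DMSO with Hck plus Nef and 100% = Hck alone without Nef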
# Runt-CBFb FRET: inhibitors of RUNX1 Runt–CBFb binding, primary screen, biochemical, FRET, Cerulean-Runt, Venus-CBFb, uHTS; Runt-related transcription factor 1 (Homo sapiens) + Core-binding factor subunit beta …; Cerulean-Runt/Venus-CBFb FRET ratio 530/480, 1 h; inhibition, % at 20 µM; 0.46% of 220,000 active; AID 1496, 2009;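 active means inhibition over about 50% at 20 µM in the single-dose screen, limit read from the data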;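 further: 0% = DMSO wells and 100% = excess unlabeled CBFb competitor control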
#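 Reagent – Venus-CBFb binding partner, 100 nM · Assay system – Cerulean-tagged RUNX1 Runt domain (FRET donor) fusion protein · Input – 100 nM per protein · Incubation – two 1 h room-temperature incubations shielded from light · Measured by – FRET fluorescence · Medium – Tris buffer pH 7.5 with salts and BSA · Benchmarks – unlabeled CBFb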
# p97 inhibitor: inhibitors of human p97 ATPase, primary screen, biochemical | Transitional endoplasmic reticulum ATPase (Homo sapiens), P55072 | recombinant p97 ATPase, Kinase-Glo ATP luminescence, 3 h | inhibition, % at 8 µM | 0.42% of 220,000 active; in the data active means inhibition above about 15%;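 further: 0% = DMSO vehicle and 100% = wells lacking enzyme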
# NPY Y1 blocker: NPY-Y1 receptor antagonists, primary screen, cell-based; Neuropeptide Y receptor type 1 (Homo sapiens), P25929; HEK293-CNG Y1 cells, membrane potential fluorescence; NPY at EC95, then isoproterenol; inhibition, % at 3.6 µM; 1% of 200,000 active;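 active means inhibition above the campaign mean inhibition of all tested compounds plus 3 SD, cut at about 20% in these data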;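 further: 0% = DMSO wells given NPY plus isoproterenol and 100% = isoproterenol alone without NPY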
#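 Test system: HEK293 cells co-expressing NPY Y1 receptor and cyclic-nucleotide gated channel; Also added: NPY (25 nM), isoproterenol (1 µM), Ro 20-1724 (25 µM); Compound dosing: one concentration, 3.6 µM, in 0.4% DMSO; Timing: dye 3 h, compound 60 min room temperature, stimulation 45 min; Technique: Membrane-potential fluorescent dye readout.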
# Runt-SMMHC FRET: inhibitors of RUNX1 Runt–CBFb-SMMHC binding, primary screen, biochemical, FRET, Cerulean-Runt, Venus-CBFb-SMMHC, uHTS | Runt-related transcription factor 1 (Homo sapiens) + Core-binding factor subunit beta … | Cerulean-Runt/Venus-CBFb-SMMHC FRET ratio 530/480, 1 h | inhibition, % at 20 µM | 0.74% of 220,000 active | AID 1434, 2008;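 active means mean inhibition across duplicate retests at 20 µM reaching about 50%, limit read from the data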;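 further: 0% = DMSO wells and 100% = wells with excess untagged CBFb-SMMHC; inhibitors lower the FRET ratio by blocking Runt binding to CBFb-SMMHC; some results filed as inactive read as strong as hits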
# RBBP9 inh: human RBBP9 inhibitors, primary screen, biochemical, fluorescence polarization, FP-Rh probe, HTS | Serine hydrolase RBBP9 (Homo sapiens), O75884 | recombinant RBBP9 | inhibition, % at 7.94 µM | 0.2% of 220,000 active | AID 1515, 2009;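 active means inhibition above the campaign mean of all tested compounds plus 3 SD, cut at about 14% in these data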;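 further: plate controls were DMSO wells with RBBP9 for no effect and wells lacking RBBP9 protein for full effect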
# Target sequence (O75884 whole entry, looked up): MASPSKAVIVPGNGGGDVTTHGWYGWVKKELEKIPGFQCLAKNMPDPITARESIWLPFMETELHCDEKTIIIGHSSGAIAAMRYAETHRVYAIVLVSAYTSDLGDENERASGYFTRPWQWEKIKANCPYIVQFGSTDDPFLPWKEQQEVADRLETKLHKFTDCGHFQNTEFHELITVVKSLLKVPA
#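 Test system – recombinant human RBBP9 · Input – RBBP9 2.5 µM in dispensing solution, pre-mixing · Medium – Tris buffer pH 8.0, NaCl, Pluronic · Schedule – preincubation 30 min plus labeling 45 min at 25 °C · Measured by – fluorescence polarization · Measure – % inhibition · Controls – DMSO and no-protein wells · Replicates – one well per compound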
# * hit, by the source's call; nt = not tested or not shown; & = joins results of further samples. The order is random. Share with any hit: about 3.5%.
no.	Molecule	NPY-Y1 PAM-ag	MDM2 E3 inh	NPY2 pot ag	Hck-Nef inh	Runt-CBFb FRET	p97 inhibitor	NPY Y1 blocker	Runt-SMMHC FRET	RBBP9 inh
1	COc1ccccc1C=NC(CO)C(O)c1ccc([N+](=O)[O-])cc1 (configuration not stated)	0	-6	1	1	-4	-3	-2	-1	-1
2	CCOC(=O)c1cnn(-c2ccccc2)c1-n1cccc1C(=O)C(=O)Nc1ccccc1	8	-12	5	2	-2	-2	11	0	-11
3	CN(C)S(=O)(=O)c1ccc(C(=O)Nc2ccccc2F)cc1	-1	-6	-10	1	-1	5	6	6	5
4	COc1ccc(NC(=O)C(NC(=O)CC2NC(=O)NC2=O)c2ccccc2)cc1 (configuration not stated)	-28	nt	-2	-2	3	-7	0	4	-5
5	CCc1ccc(OCC(O)CN2CCC(CN3C(=O)c4cccc5cccc(c45)C3=O)CC2)cc1 (configuration not stated)	4	-3	11	0	0	-6	11	-8	-15
6	O=C(C1=C[C@@H](c2csc3ccccc23)C[C@@H](OCc2ccc(CO)cc2)O1)N1CCN(Cc2ccc3c(c2)OCO3)CC1	-6	nt	-20	-70	-1	7	-1	-1	-10
7	Cc1ccc(Cl)cc1NC(=O)c1ccc(Cn2cc(Cl)cn2)cc1	8	-11	0	1	11	5	-1	4	-4
8	C(=N\Nc1nc2ccccc2[nH]1)/c1ccccn1	-2	-85	10	18	-1	-75	5	2	-2
9	COc1cc(NC(=O)CCCl)cc(-n2cnnn2)c1	-6	-21	-2	-20	2	-2	-3	-4	-7
10	CCOc1ncccc1C(=O)OCC(=O)N1CCN(S(=O)(=O)c2ccc(Cl)cc2)CC1	4	6	12	4	-3	5	4	0	2
11	O=C1CC(c2ccccc2)CN1C(=O)c1cncc(Br)c1 (configuration not stated)	13	-3	-1	18	2	5	0	-2	1
12	C=CCN(c1ccccc1)S(=O)(=O)c1ccc(Cl)c(C(=O)OCC(=O)NCCCN2CCCC2=O)c1	12	-4	-5	3	-2	-4	-1	0	1
13	O=C(Nc1ccccc1)OCN1C(=O)c2ccccc2C1=O	-19	-10	2	1	0	-6	-4	1	0
14	CCOC(=O)c1csc(NC(=O)c2cc(OC)c(OC)c(OC)c2)n1	-2	-2	8	-3	-3	-3	-4	2	-9
15	FC(F)(F)c1nnc(-c2ccccc2)nc1N1CCCC1	-4	5	-1	23	-2	1	2	-3	-1
16	COc1ccc(-c2nnc(SC(C)C(=O)Nc3ccc4c(c3)OCCO4)o2)cc1 (configuration not stated)	-10	0	8	2	0	4	4	-2	-1
17	COc1cc(Br)cc2cc(C(=O)N3CCCCC3C)c(=O)oc12 (configuration not stated)	13	-28	8	-1	-2	0	-3	-8	-3
18	O=C(COC(=O)c1cc(-c2cccs2)nn1-c1ccccc1)Nc1cccc([N+](=O)[O-])c1	-17	nt	5	4	4	4	0	0	-4
19	COc1ccccc1OCCn1cc(/C=C(\C#N)C(=O)NCc2cccs2)c2ccccc21	-12	-5	0	4	-5	2	4	-19	-1
20	CC(=O)c1sc(Nc2nc(C)cc(C)n2)nc1C	11	nt	0	-6	1	-2	-2	-6	-11
21	Cc1ccc(-n2nnc(-c3cnc4ccccc4c3)n2)cc1	6	nt	0	-40	3	3	3	0	-9
22	Cc1ccc(-c2noc(C3CCCCC3)n2)cc1	13	-14	-13	1	0	2	2	2	-6
23	COc1ccc(/C=C/C(=O)NCCOc2ccccc2OC)cc1	-32	-15	-8	2	0	4	1	2	-5
24	C(=N\Nc1ccc2ccccc2n1)/c1ccc2c(c1)OCO2	-32	-82	0	25	0	3	4	-3	2
25	CN1C(=S)N2CCCN2C1c1ccccc1 (configuration not stated)	21	nt	3	27	0	5	nt	3	3
26	Cc1c(NC2=NC(C)(C)Cc3ccccc32)c(=O)n(-c2ccccc2)n1C	-4	0	8	15	2	1	0	-6	10
27	Cc1ccc(S(=O)(=O)CCN2C=CC(C(F)(F)F)=NCC2)cc1	-16	-15	6	3	0	0	nt	1	-12
28	COc1ccc(-n2c(Cc3cccn3C)nnc2SCC(=O)N2CCCC2)cc1	14	-9	13	-2	3	2	5	3	-3
29	Cc1cc(C)nc(NC(=O)c2ccc(OC(C)C)cc2)n1	2	-17	6	-2	2	-4	-8	-1	8
30	CCCN(CCC)C(C(=O)Nc1cccc(OC)c1)c1ccccc1 (configuration not stated)	-2	-34	-34	2	-1	2	16	-1	-1
31	O=C(C1CCCO1)N(c1cccc(Cl)c1)C1C=CS(=O)(=O)C1 (configuration not stated)	4	-19	23	-4	2	6	-1	-5	6
32	O=C(O)C1C2C=CC(C3CC23)C1C(=O)N1CCc2ccccc21 (configuration not stated)	23	-10	1	1	1	0	2	0	7
33	CCCC(c1nnnn1C(C)(C)C)N1CCN(Cc2ccccc2)CC1 (configuration not stated)	11	-4	8	18	-1	-2	7	-2	-3
34	Cc1ccccc1OCC(O)Cn1c(Br)nc2c1c(=O)[nH]c(=O)n2C (configuration not stated)	9	-12	5	18	0	2	-3	-1	-13
35	S=C(Nc1ccc2nccnc2c1)N1CCOCC1	13	6	-11	21	2	0	5	-50	0
36	CCN(CC)S(=O)(=O)c1cc(NC(=O)c2n[nH]c(=O)c3ccccc23)ccc1C	-3	1	0	1	-2	1	6	-1	-14
37	Cc1[nH]c2ccccc2c1Cc1nnc(SCC(=O)NCc2ccco2)o1	4	-17	3	2	8	5	0	-11	0
38	CC(C)=C(NC(=O)c1ccccc1)C(N)=O	10	-4	4	-24	0	8	nt	-2	-10
39	CC1=C(C#N)c2nc(N)c(C#N)c(C)c2/C1=C\c1ccc(C)cc1	13	-8	-9	0	nt	4	5	-18	-5
40	CCCC(C)C(=O)Nc1ccc(S(=O)(=O)Nc2nccs2)cc1 (configuration not stated)	14	-9	9	21	nt	3	2	nt	-7
41	CSCCCNC(=S)N1CCN(c2ccc(C(C)=O)cc2)CC1	17	-21	10	31	-2	3	0	-1	-4
42	COc1ccc(-c2ccnc3cc(C(=O)O)nn23)cc1	4	-8	-13	13	-2	5	2	-14	2
43	COc1cccc(OCC(=O)NNC(=O)C(=O)N2CCCC2)c1	-19	-6	-18	4	2	-4	9	-1	0
44	CC(C)C12CN3CC(C(C)C)(CN(C1)C3(C)C)C2=O	11	-4	4	3	1	1	3	3	-1
45	CS(=O)(=O)N1CCN(c2ccccc2NC(=S)NC(=O)c2cccs2)CC1	2	-7	-13	12	1	-6	-4	-1	-7
46	CCOCCCN1CN(S(=O)(=O)c2ccc(Cl)cc2)c2nc3ccccc3nc21	-2	1	4	1	-3	-4	2	3	-8
47	COC(=O)c1sc(NC(=O)c2cc(-c3ccccc3)nc3ccccc23)c(C#N)c1C	6	-1	-4	-1	44	1	1	31	-1
48	CC(NC(=O)N(Cc1ccccc1)Cc1ccc2c(c1)OCO2)(C(F)(F)F)C(F)(F)F	19	-15	0	0	1	8	2	-4	-3
49	COc1ccc(CNC(=S)Nc2ccccc2-c2ccccc2)cc1	-12	0	-8	10	1	3	4	-3	-2
50	CCOC(=O)N1CCC(NC(=O)C(Cc2ccccc2)NC(=O)c2ccco2)CC1 (configuration not stated)	-12	-2	0	-5	1	-4	-2	2	-4
51	CCOc1ccc(NC(=O)Cn2nnc(C(=O)NCc3ccco3)c2N)cc1	11	-18	0	-1	-2	3	-4	0	-5
52	O=C(Cc1csc(Nc2nc(=S)[nH]c3ccccc23)n1)NCc1ccccc1Cl	0	-9	7	0	0	3	-2	-41	-8
53	O=C(Nc1ccc(Cl)c(Cl)c1)Nc1nc(-c2ccccc2)cs1	-4	-17	-11	0	1	-5	2	3	-2
54	CCC(=O)Nc1ccc2c(c1)ncn2-c1ccc(OC)cc1	-27	6	-1	-8	-5	1	5	4	5
55	N#Cc1ccccc1Sc1ccccc1C(=O)OCC(N)=O	-8	-10	-5	9	0	2	10	1	-2
56	COc1ccccc1-c1cc(=O)c2c(O)ccc([N+](=O)[O-])c2o1	nt	9	nt	36	2	nt	nt	-1	nt
57	O=C(CCC(=O)OCC(=O)c1ccc(Br)cc1)Nc1cccc2cccnc12	-17	-4	-15	1	1	0	-2	0	0
58	COC(=O)CNC(=O)C(NC(=O)c1ccc(Cl)cc1)C(C)C (configuration not stated)	9	-15	-8	-1	3	-3	1	2	-3
59	Cc1ccccc1OCc1nc2ccccc2c(=O)n1N	-5	-3	-14	26	1	1	8	1	-6
60	Cc1ccc(CSCCNC(=O)CCSc2ccccc2)cc1	-25	-12	-15	3	-2	-1	8	-7	1

# (more compounds)
no.	Molecule	NPY-Y1 PAM-ag	MDM2 E3 inh	NPY2 pot ag	Hck-Nef inh	Runt-CBFb FRET	p97 inhibitor	NPY Y1 blocker	Runt-SMMHC FRET	RBBP9 inh
61	Cc1ccc(NS(=O)(=O)c2ccc(C)c(C(=O)N3CCN(C)CC3)c2)cc1	-5	-22	-4	2	2	1	1	1	-6
62	C=CCn1c(-c2cccc([N+](=O)[O-])c2)n[nH]c1=S	3	-24	-9	22	3	5	-3	2	-4
63	O=[N+]([O-])c1cccc(-c2ccc(/C=N/NC(=S)Nc3cccc(F)c3)o2)c1	17	-5	15	15	7	8	nt	0	-5
64	CCCn1c(SCC(=O)NC(=O)NC(C)(C)C)n[nH]c1=O	3	-88	-8	8	1	-2	0	2	-5
65	CCOc1ccc(/C=C/C(O)=C2/C(=O)N(C)C3(C)CC2c2ccccc2O3)cc1OC (configuration not stated)	-5	-6	-17	0	-9	3	-8	-11	-6
66	N=C(N)SCc1nc2ccccc2c(=O)n1-c1ccccc1	-7&0	-13&-14	13&4	0&1	1&2	-8&0	4&0	3&-1	-1&-16
67	Cc1ccc(C(C)C)c(OCCCN(C)Cc2ccccc2)c1	-28	-17	-11	2	-3	1	32*	-6	4

# Screens from PubChem.
